# High-throughput results from PubChem BioAssay.
# ZTA DNA inh: counter-screen for EBNA-1 inhibitors: inhibitors of Epstein-Barr virus ZTA | ZTA-DNA binding, fluorescence polarization | P03206 | inhibition, % at 11 µM | 320,000 compounds, 0.15% hits; in the data active = inhibition above about 33%
# PREPL inh: inhibitors of human prolyl oligopeptidase-like enzyme PREPL | Q4J6C6 | recombinant PREPL, fluorescence polarization activity-based probe | inhibition, % at 5.96 µM | 320,000 compounds, 0.68% hits | AID 2751; in the data active = inhibition above about 43%;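 also: 0% = enzyme with DMSO and 100% = wells lacking enzyme; many of its hits are not listed in these tables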
# PAFAH1B3 FP inh: blocks human PAF acetylhydrolase 1B catalytic subunit 3; Q15102; recombinant PAFAH1B3, FP-rhodamine probe, fluorescence polarization; inhibition, % at 3.39 µM; 340,000 compounds, 0.28% hits; AID 492972;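 active = inhibition above the screen-wide average of all tested compounds plus 3 SD, cut at about 25% in these data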;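 also: 0% = enzyme with DMSO only and 100% = wells lacking PAFAH1B3 protein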
# pPAFAH inh: inhibitors of human plasma PAF acetylhydrolase (pPAFAH); Q13093; recombinant pPAFAH, FP-rhodamine probe fluorescence polarization; inhibition, % at 3.39 µM; 330,000 compounds, 1.5% hits; AID 463082;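 active = inhibition above the mean inhibition across the screen plus 3 SD, cut at about 25% in these data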;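 also: inhibitors block binding of the rhodamine activity-based probe so polarization drops; 0% = enzyme with DMSO and 100% = wells lacking pPAFAH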
# Target sequence (Q13093 whole entry, looked up): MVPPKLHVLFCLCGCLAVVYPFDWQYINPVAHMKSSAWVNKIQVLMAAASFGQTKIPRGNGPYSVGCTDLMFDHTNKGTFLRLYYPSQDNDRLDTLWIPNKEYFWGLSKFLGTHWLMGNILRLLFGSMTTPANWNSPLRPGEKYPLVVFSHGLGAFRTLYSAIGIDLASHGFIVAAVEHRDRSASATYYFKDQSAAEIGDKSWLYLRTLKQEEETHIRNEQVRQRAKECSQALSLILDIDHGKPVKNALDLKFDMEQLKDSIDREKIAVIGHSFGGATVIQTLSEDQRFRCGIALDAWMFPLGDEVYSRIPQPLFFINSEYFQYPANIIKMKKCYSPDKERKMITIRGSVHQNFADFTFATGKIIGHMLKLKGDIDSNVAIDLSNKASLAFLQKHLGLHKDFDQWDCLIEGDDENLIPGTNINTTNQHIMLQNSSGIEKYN
# LYPLA1 inh: blocks human lysophospholipase 1, a PME1 counter-screen; recombinant LYPLA1, FP-Rh probe fluorescence polarization; inhibition, % at 5.9 µM; 320,000 compounds, 0.16% hits; AID 2174;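 active = inhibition above the mean of all tested compounds plus 3 SD, set per campaign, cut at about 14% in these data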;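 also: inhibitors block serine hydrolase probe labeling of LYPLA1 so polarization falls; 0% = enzyme with DMSO and 100% = wells lacking LYPLA1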
# PAFAH2 inh: PAFAH2 (human) inhibition | inhibition, % at 3.39 µM | 340,000 compounds, 0.99% hits | Q99487 | recombinant PAFAH2, FP-rhodamine activity probe, fluorescence polarization | AID 492956;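 active = inhibition above the mean over all tested compounds plus 3 SD, cut at about 30% in these data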;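 also: inhibitors block probe labeling of enzyme so polarization drops; 0% = enzyme with DMSO and 100% = wells lacking PAFAH2 protein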
# PAFAH1B2 FP inh: blocks human PAF acetylhydrolase 1b catalytic subunit 2. recombinant PAFAH1B2, FP-rhodamine activity probe, fluorescence polarization. 340,000 compounds, 1.2% hits. inhibition, % at 3.39 µM;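 active = inhibition above the mean of all tested compounds plus 3 SD, cut at about 24% in these data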;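 also: 0% = enzyme with DMSO and 100% = wells lacking PAFAH1B2; many of its hits are not listed in these tables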
# LYPLA2 inh: blocks human lysophospholipase 2, a PME1 counter-screen; inhibition, % at 5.9 µM; recombinant LYPLA2, FP-Rh probe fluorescence polarization; 320,000 compounds, 0.38% hits;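 active = inhibition above the screen-wide mean plus 3 SD, limit set per campaign, cut at about 26% in these data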;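 also: 0% = LYPLA2 with DMSO and 100% = wells lacking LYPLA2 enzyme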
# Target sequence (O95372 whole entry, looked up): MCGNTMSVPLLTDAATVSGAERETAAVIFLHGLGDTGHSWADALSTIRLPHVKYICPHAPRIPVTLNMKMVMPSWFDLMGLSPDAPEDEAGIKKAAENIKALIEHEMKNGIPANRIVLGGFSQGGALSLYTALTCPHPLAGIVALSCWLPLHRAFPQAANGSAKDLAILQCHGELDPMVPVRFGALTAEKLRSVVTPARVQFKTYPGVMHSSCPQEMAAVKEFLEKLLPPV
# EBNA-1 inhibitor: blocks EBNA-1 binding to DNA. EBNA-1 DNA binding, fluorescence polarization. inhibition, % at 14.8 µM. 300,000 compounds, 0.34% hits. AID 1950; in the data active = inhibition above about 28%
# The depositor's hits bear a star; . = not tested or not shown; & = joins results of further samples. Some of the compounds tested; rates above refer to the full screens.
molecule	PAFAH1B3 FP inh	LYPLA2 inh	PAFAH2 inh	LYPLA1 inh	PAFAH1B2 FP inh	pPAFAH inh	PREPL inh	ZTA DNA inh	EBNA-1 inhibitor
CC(C)c1ccc(C2(C)NC(=O)N(CC(=O)N3CCN(C(=O)c4cccs4)CC3)C2=O)cc1 (centres undefined)	14	2	6	1	7	2	12	-9	.
O=C(COc1ccc(Br)cc1)NNC(=S)NCc1ccccc1	11	13	7	6	12	8	-33	13	-5
CSCC[C@H](NC(=O)C1CCN(C(=O)[C@H](Cc2ccccc2)NS(=O)(=O)c2ccc(C)cc2)CC1)C(=O)O	9	-1	1	3	3	8	-1	14	0
O=C(NC(=S)NCc1ccc(F)cc1)c1ccccc1	-1	4	4	-4	5	4	0	-2	4
Brc1cc2c(cc1COc1ccc(-c3nn[nH]n3)cc1)OCO2	-2	4	-6	-3	20	7	-11	-5	-2
Cn1c(SCC(=O)NCc2ccco2)nnc1C1CC1	0	.	2	.	3	2	0	.	.
COCCCN(C(=O)Nc1cccc(Cl)c1)C(C)c1ccccn1 (centres undefined)	10	2	-6	0	4	3	-1	18	4
CCN(CC)CCCNC(=O)c1cc(Nc2ccc(OC)cc2OC)nc2ccccc12	1	0	-5	3	5	3	11	-16	1
COc1ccc(-c2noc(CSc3nnc(-c4ccccc4)n3C)n2)cc1	-1	0	-5	-1	1	-1	14	-22	-3
CCc1ccc(CCC(=O)Nc2nccs2)o1	6	3	-4	-2	-2	4	-14	-9	6
COc1ccc(NC(=O)c2cccn(CC=C(C)C)c2=O)cc1	0	1	1	-1	0	9	1	9	4
O=C(c1cc(C2CC2)on1)N1CCN(C(c2ccccc2)c2ccccc2)CC1	14	-2	-4	-2	6	6	-9	-1	4
CCCCOc1ccccc1C1C(C(N)=O)=C(C)Nc2nnnn21 (centres undefined)	7	-5	7	-1	0	-3	0	-12	7
Cc1ccc(C(=O)CC2C(=O)N(c3ccccc3)C(=S)N2c2ccccc2)cc1 (centres undefined)	5	0	-2	-4	6	1	1	-4	-10
CCCCC(=O)N1CCCC(C)C1 (centres undefined)	11	-4	6	-3	6	-1	-4	3	-5
CC(C)(C)C(=O)NCCN1C(=O)S/C(=C\c2ccc([N+](=O)[O-])cc2)C1=O	2	4	-2	3	1	0	22	-22	-4
COc1ccccc1NC(=O)CSc1nnc(COc2ccccc2C)o1	-11	7	12	1	-2	7	2	-12	-4
O=C(Sc1ccccc1)c1cccc(Cn2cc(C(F)(F)F)ccc2=O)c1	.	2	.	0	.	2	5	-1	-6
CC(=O)Oc1cc(C)cc2oc(=O)cc(-c3ccccc3)c12	7	1	-1	1	1	5	3	-9	3
COc1cccc(CNC(=O)CCC2CCCN(c3cc(C)nc(N4CCCC4)n3)C2)c1 (centres undefined)	17	-2	11	-4	6	2	0	-7	-3
CCC(C)NC(=O)Cn1c(-c2ccccc2)cc(C(C)=O)c1C (centres undefined)	17	0	2	-1	-2	5	4	5	3
O=C(COc1ccccc1[N+](=O)[O-])Nc1ccc(NC(=O)c2cc3ccccc3o2)cc1	-13	0	4	-5	-4	1	3	-2	5
O=C(COC(=O)c1cc(Cl)cc(Cl)c1)NCCN1C(=O)CSC1=O	-1	4	2	-3	4	6	-3	6	6
CN(C)C(=O)COC(=O)c1cccc(CN2C(=O)c3ccccc3C2=O)c1	4	-3	3	2	1	1	-3	-2	3
O=C(COC(=O)c1ccc(Br)cc1)NCC1CCCO1 (centres undefined)	12	.	24	.	2	13	8	.	.
O=C(C#Cc1ccccc1)Nc1ccc(F)cc1	5	-3	-1	0	2	4	-2	1	4
O=C(Cn1nc(C(=O)O)c2ccccc2c1=O)c1cc(F)ccc1F	7	-1	-3	4	-2	1	4	2	8
O=C(O)c1ccccc1C(=O)Nc1ccc(Oc2ccccc2)cc1	.	1	.	0	.	3	-1	4	6
Cc1ccc(SC(C)C(=O)NCCC2=CCCCC2)cc1 (centres undefined)	-4	1	6	2	2	3	1	18	8
Cc1c(Cl)cccc1NC(=O)CSc1nccn1C	7	-1	-4	-2	5	7	-6	6	0

# Next section
molecule	PAFAH1B3 FP inh	LYPLA2 inh	PAFAH2 inh	LYPLA1 inh	PAFAH1B2 FP inh	pPAFAH inh	PREPL inh	ZTA DNA inh	EBNA-1 inhibitor
CCc1cccc(NC(=S)N(CCOC)C(C)c2ccco2)c1 (centres undefined)	2	-2	1	-2	0	-5	3	-4	-13
O=C(O)C(Cc1c[nH]c2ccccc12)NS(=O)(=O)c1cccc2nsnc12 (centres undefined)	6	4	6	2	12	-5	8	0	-15
COc1ccc(OC)c(CN2CCC(Cc3ccccc3)CC2)c1	4	-1	5	-3	0	3	1	4	0
Cn1ccc2ccc(C3=CC(=O)C[C@H](c4ccc(F)cc4)C3)cc21	-5	0	3	-5	8	2	12	-17	.
O=C1C=C(c2ccc(Cl)cc2)OC2(CCCC2)O1	1	4	-5	-1	3	5	-7	0	-5
O=C1c2ccccc2NC2(CCCC2)N1NS(=O)(=O)c1ccccc1	.	-6	.	-2	.	-1	-1	-5	-3
Cc1ccc(S(=O)(=O)c2ccc([N+](=O)[O-])cn2)cc1	12	-1	3	0	4	6	2	26	12
CCC1OC(=O)C(C)C(OC2C[C@@](C)(OC)C(O)C(C)O2)C(C)C(O[C@@H]2OC(C)CC(N(C)C)C2O)[C@](C)(O)CC(C)C(=NOCOCCOC)C(C)C(O)[C@]1(C)O (some centres undefined)	10	-2	3	-2	3	5	3	0	-2
CCCCCOc1ccc(/C=C/C(=O)NCCc2nc3ccccc3[nH]2)cc1OC	-7	-11	-1	-9	-4	-4	-6	-2	-13
NC(=O)C1CCN(C(=O)/C=C/c2cccc(Br)c2)CC1	5	6	6	1	-8	3	5	-8	-1
Cc1cccc(-n2c(C)cc(C(=O)NC3CCCCC3)c2C)c1	2	-3	-1	-3	2	6	-3	-13	-15
O=C(CSc1nc(-c2ccco2)cc(C(F)(F)F)n1)NCCCn1ccnc1	7	1	-7	-3	-1	-5	-1	-8	1
CCCC(=O)Nc1nnc(SCC(=O)N2C(C)CCCC2C)s1 (centres undefined)	5	-5	-6	0	8	4	-2	11	-1
NC1=NC[C@@H](Cc2ccc(O)cc2)N1CCc1cccc2ccccc12	19	4	-8	1	3	2	15	-9	-2
N#Cc1ccc(NC(=O)COC(=O)c2cccnc2Cl)cc1	0	.	43*	.	6	8	11	.	.
O=C(CN1C(=O)CCS(=O)(=O)c2ccccc21)NCCc1ccccc1	7	-4	7	0	4	3	8	13	2
CC1CCCCC1NC(=O)C1CCN(S(=O)(=O)c2ccc3c(c2)CCC(=O)N3)CC1 (centres undefined)	7	0	12	1	3	-1	6	-6	8
Cc1cc(N/N=C/c2ccccc2F)nc(NCc2ccccc2)n1	4	-1	1	-3	2	1	-17	-7	-6
CCOc1ccc(NC(=O)CCNC(=O)Cn2ccc3ccccc3c2=O)cc1	1	-1	6	-1	6	0	-1	11	-2
CN=C1SC(C(=O)Nc2ccccc2Cl)CC(=O)N1c1ccc(OC(F)(F)Cl)cc1 (centres undefined)	-5	1	1	2	3	-1	7	-13	-7
Cc1ccc(NC(=O)c2ccc(N3C(=O)C4CC=C(Cl)CC4C3=O)cc2)cc1 (centres undefined)	-5	-4	-5	-3	4	7	-7	6	8
CC1CCCCN1S(=O)(=O)c1ccc2c(c1)CCN2C(=O)C1CC1 (centres undefined)	7	-5	5	-2	5	4	-8	-9	-10
CCOC(=O)C(C(=O)OCC)C(Nc1ccccc1)c1ccccc1 (centres undefined)	7	3	16	-1	1	4	10	-2	-1
O=C(N/N=C/c1ccccn1)c1ccc(S(=O)(=O)N2CCCCCC2)cc1	-2	-5	3	-5	1	3	12	-4	-3
O=C(CSc1nnnn1-c1ccc(F)cc1)NNC(=O)c1ccco1	7	5	1	4	4	0	-14	-2	-10
Cc1ccc(OCCOCCN2CCN(C)CC2)c([N+](=O)[O-])c1	-4	-1	6	0	3	-5	-11	-15	8
N#CCCN(C(=O)CSc1ncccn1)c1ccc2c(c1)OCCO2	2	-2	0	0	5	0	-3	11	.
COc1ccc(OCC(=O)Nc2cccc3ncccc23)cc1	6	5	0	-1	0	-1	2	3	2
O=C(CCC(=O)OCc1ccc(Cl)cc1)Nc1cccc([N+](=O)[O-])c1	3	-1	-4	1	4	4	12	7	-1
COC(=O)c1ccccc1NC(=O)c1cccs1	5	-2	-8	-3	-3	0	8	-8	0
c1ccc2[nH]c(-c3ccnc4ccccc34)nc2c1	-3&10	0&-1	2&0	-1&-3	-6&-1	4&4	-20&-12	9&5	1&-2
O=C(CSc1ncnc2c1cnn2Cc1ccccc1)Nc1ccc2c(c1)OCCO2	3	-1	-6	3	-1	5	-1	2	15
COc1ccccc1CCN=C(N)NS(=O)(=O)c1ccc(F)cc1	4	3	1	-2	1	-2	5	7	-5
